FadD28 binding: inhibitors of Mycobacterium tuberculosis FadD28 bisubstrate binding; inhibition, % at 12.5 µM; hit rate 0.22% among 360,000; FadD28 bisubstrate probe binding, fluorescence polarization; in the data active = inhibition above about 8.5%, passing the limit was not always enough; inconclusive = no clear call, values can overlap the other calls
BioA inh: BioA (M. tuberculosis) enzyme inhibition. purified M. tuberculosis BioA enzyme, plate reader. inhibition, % at 9.99 µM. hit rate 0.096% among 360,000. AID 602481; in the data active = inhibition above about 40%; inconclusive = no clear call, values can overlap the other calls
Mtb UGM inh: inhibitors of M. tuberculosis UDP-galactopyranose mutase; P9WIQ1; purified UGM, fluorescence polarization probe displacement; inhibition, % at 10 µM; hit rate 0.06% among 320,000; AID 504406; in the data active = inhibition above about 10%, passing the limit was not always enough; inconclusive = no clear call, values can overlap the other calls
Target sequence (P9WIQ1 whole entry, looked up): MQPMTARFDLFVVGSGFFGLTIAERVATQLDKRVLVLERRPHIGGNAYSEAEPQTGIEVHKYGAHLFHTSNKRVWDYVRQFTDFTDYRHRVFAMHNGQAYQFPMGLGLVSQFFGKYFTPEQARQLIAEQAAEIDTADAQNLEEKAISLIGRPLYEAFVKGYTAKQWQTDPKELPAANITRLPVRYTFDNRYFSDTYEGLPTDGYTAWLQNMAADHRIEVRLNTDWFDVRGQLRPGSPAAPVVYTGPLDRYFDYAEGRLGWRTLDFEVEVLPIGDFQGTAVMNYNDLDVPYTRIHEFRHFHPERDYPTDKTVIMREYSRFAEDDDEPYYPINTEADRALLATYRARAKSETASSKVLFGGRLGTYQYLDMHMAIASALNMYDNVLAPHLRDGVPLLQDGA
Y pestis TopoI: Y. pestis Topo-I inhibition via cleavage products; activity, % at 10 µM; hit rate 0.064% among 360,000; AID 504884; Y. pestis Topo-I cleavage product accumulation, plate reader; in the data active = activity above about 50%, passing the limit was not always enough; inconclusive = no clear call, values can overlap the other calls; also: inactives centre near 2
GDH-TPI counter: GDH-TPI coupled enzyme inhibition counter-screen; hit rate 1.2% among 360,000; GDH-TPI coupled enzyme counterscreen, NADH absorbance; inhibition, % at 4.8 µM; in the data active = inhibition above about 30%;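 also: 0% = DMSO wells and 100% = wells lacking the enzyme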
TcdB GH inh: blocks C. difficile toxin B glycohydrolase activity; AID 652162; inhibition, % at 9.99 µM; hit rate 0.24% among 350,000; TcdB glycohydrolase enzymatic assay, plate reader; in the data active = inhibition above about 10%
BH1578 lux ind: inducers of Vibrio cholerae quorum light production without autoinducers | V. cholerae BH1578 lux reporter, luminescence, 6 h | activation, % at 18.7 µM | hit rate 0.16% among 350,000 | AID 588436; in the data active = activation mostly above about 9.7%, no sharp cut-off; inconclusive = no clear call, values can overlap the other calls; inactive = mostly below about 3.7%; also: not every result past the cut was called active; inactives centre near 0; reference of the scale not given here
PfHsp40 yeast: rescue of PfHsp40-mediated yeast toxicity; S. cerevisiae expressing PfHsp40, growth rescue, ATP luminescence; growth rescue, % at 12.5 µM; hit rate 0.68% among 340,000; AID 504582; in the data active = growth rescue above about 28%, passing the limit was not always enough; inconclusive = no clear call, values can overlap the other calls;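 also: yeast W303a lacking pdr1 and pdr3 grown in galactose medium; growth measured after three days at 30 °C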
Mtb FBA inh: inhibits M. tuberculosis FBA enzyme. P9WQA3. purified M. tuberculosis FBA, fluorescence read-out. inhibition, % at 1 µM. hit rate 2.3% among 360,000. AID 588726; in the data active = inhibition above about 27%;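 also: 0% = vehicle and 100% = reference inhibitor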
Target sequence (P9WQA3 whole entry, looked up): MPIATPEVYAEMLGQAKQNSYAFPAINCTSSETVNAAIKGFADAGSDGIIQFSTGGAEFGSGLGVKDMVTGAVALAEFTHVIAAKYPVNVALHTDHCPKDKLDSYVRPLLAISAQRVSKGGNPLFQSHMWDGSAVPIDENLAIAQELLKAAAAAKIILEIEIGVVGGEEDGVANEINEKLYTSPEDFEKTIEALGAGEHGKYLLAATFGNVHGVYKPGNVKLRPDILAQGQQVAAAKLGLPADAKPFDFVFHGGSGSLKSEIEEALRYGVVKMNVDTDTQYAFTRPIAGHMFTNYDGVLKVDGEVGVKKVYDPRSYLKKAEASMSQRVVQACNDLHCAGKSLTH
Starred values were filed as active, the others as inactive; i = inactive; ? = inconclusive; nt = no result given.

Start of the listing, in advance (2 entries):
Screens in order – Mtb FBA inh	FadD28 binding	Y pestis TopoI	BioA inh	Mtb UGM inh	TcdB GH inh	PfHsp40 yeast	GDH-TPI counter	BH1578 lux ind
> Cc1c(NC(=S)NC(=O)C(C)(C)C)c(=O)n(-c2ccccc2)n1C
→ -1	-4.9	5	nt	0.6	nt	-0.1	6	3.0
> Cc1oc(-c2ccccc2F)nc1CN1CCC(C(=O)NCCC2=CCCCC2)CC1
→ -3	-2.1	11	-1.5	3.6	nt	1.7	5	1.4

This part in full, from the start:
Screens in order – Mtb FBA inh	FadD28 binding	Y pestis TopoI	BioA inh	Mtb UGM inh	TcdB GH inh	PfHsp40 yeast	GDH-TPI counter	BH1578 lux ind
> Cc1c(NC(=S)NC(=O)C(C)(C)C)c(=O)n(-c2ccccc2)n1C
→ -1	-4.9	5	nt	0.6	nt	-0.1	6	3.0
> Cc1oc(-c2ccccc2F)nc1CN1CCC(C(=O)NCCC2=CCCCC2)CC1
→ -3	-2.1	11	-1.5	3.6	nt	1.7	5	1.4
> Cc1cccc(NC(=O)c2ccccc2C(=O)Nc2cccc(C)c2)c1
→ 2	-2.4	-6	1.1	1.1	1.9	-0.2	13	0.2
> CCCN1C(=O)/C(=C2/C=Cc3ccccc3N2CC)SC1=S
→ -5	0.4	12	0.6	1.7	-0.6	-0.7	6	-0.4
> COc1ccc(CCNC(=O)c2n[nH]c(=O)c3ccccc23)cc1
→ 9	0.7	1	-2.0	2.5	nt	1.0	-1	i
> Cc1cc(C)cc(N(CC(=O)NC2CCCCCC2)S(=O)(=O)c2c(C)[nH]c(=O)[nH]c2=O)c1
→ 3	-1.9	17	nt	0.1	0.3	-1.2	2	-2.1
> O=C(CN1C(=O)CCC1=O)Nc1ccc(Br)cc1
→ -4	0.5	-2	0.4	0.1	nt	1.1	4	-0.3
> CCOc1ccccc1NS(=O)(=O)c1cccs1
→ 0	-0.5	-1	0.7	3.4	nt	1.2	-4	-5.9
> CC(=O)c1c(C)[nH]c(C(=O)OCc2cccc(Cl)c2)c1C
→ -4	-7.4	14	11	-0.8	1.9	18	11	0.3
> COc1ccc(C(=O)ON=C2CCN(c3ccc([N+](=O)[O-])cc3)CC2)cc1
→ -10	-9.3	-7	-1.3	1.7	nt	0.7	0	-0.3
> COCCNCC#CCOc1ccc(OC)cc1
→ -6	-2.8	-2	1.1	0.7	nt	0.3	2	i
> CC(=O)Nc1nc2ccc(S(=O)(=O)N3CCCC3)cc2s1
→ 0	-0.5	8	-1.3	-1.0	-2.6	1.1	3	-0.2
> CCN(CC)C1CCCCC1NS(=O)(=O)c1ccc(Cl)cc1 (stereo unspecified)
→ 2	-2.3	-2	-0.2	-0.3	1.9	-0.5	-11	-0.3
> O=C(CCSc1nnc(-c2ccncc2)o1)Nc1ccc(Cl)cc1
→ -6	-2.3	1	-0.6	-0.6	nt	197*	11	i
> O=Cc1c(-c2ccc(F)cc2)nc2ccccn12
→ -1	-0.1	-5	-4.0	2.0	-3.4	0.0	18	-0.5
> O=C(NCCO)/C(=C\c1cccc([N+](=O)[O-])c1)NC(=O)c1cccs1
→ -3	-1.9	3	-0.2	nt	0.6	nt	4	-5.3
> Cn1ncc(Cl)c1C(=O)N1CCN(c2ncccn2)CC1
→ 2	0.3	5	nt	-2.6	1.0	-0.1	3	-0.2
> Cc1cnc(C(=O)Nc2ccccc2-n2cccc2)cn1
→ -2	-0.1	2	-1.5	2.0	nt	?	1	-10
> COc1ccccc1Cc1c(-c2ccco2)nc2ccc(Cl)cn12
→ 3	-3.5	nt	-3.1	nt	-2.8	nt	nt	nt
> O=C1C(=O)c2cccc3cccc1c23
→ -1	-2.7	0	nt	-1.9	1.5	1.9	-4	-0.4
> O=C(CCC(=O)c1ccc(F)cc1)OC1CCOC1=O (stereo unspecified)
→ 5	-0.3	-3	-3.0	-0.3	nt	-1.1	14	i
> CCN(CC)S(=O)(=O)c1cccc(NC(=O)COC(=O)c2ccc(Br)o2)c1
→ 3	1.2	13	2.6	0.5	-0.1	2.0	-7	-0.2
> Cc1cccc(C)c1NC(=O)NC1(C(=O)N2CCCCC2)CCCCC1
→ -6	-4.2	6	4.9	-1.9	-2.0	-0.8	-14	-0.3
> O=C(NCc1ccccn1)Nc1ccc(Cl)c(Cl)c1
→ 1	-7.4	2	1.9	1.3	nt	-2.1	13	i
> CCNC(=S)N/N=C(\C)c1cccc(OC)c1
→ -2	-1.4	0	-1.5	-1.2	0.6	0.7	-3	-1.2
> CCOc1ccc(-c2nnc(SCC(=O)NC3CC3)o2)cc1
→ -4	-3.3	5	-0.8	-1.4	2.0	-1.4	-2	i
> CCCc1ccc(-c2cc(NC(=O)CSc3nnc(N)s3)n(-c3ccccc3)n2)cc1
→ 1	-2.3	8	-1.9	0.4	-0.9	4.7	-3	i
> Cc1nnc(NC(=O)Cn2nc(C)c3ccccc3c2=O)s1
→ 0	-0.3	10	-1.6	-1.1	-0.2	-0.5	5	-0.3
> COc1cccc(NC(=O)CN(C)C(=O)c2cc(S(=O)(=O)N3CCCCCC3)ccc2OC)c1
→ -1	-4.4	12	0.0	-2.1	0.7	0.1	-8	i
> O=C(Nc1cc(F)ccc1F)C1CCCN1S(=O)(=O)c1cccc2nsnc12 (stereo unspecified)
→ -5	-0.4	5	0.9	1.2	2.1	1.1	4	-0.4

More compounds.
Screens in order – Mtb FBA inh	FadD28 binding	Y pestis TopoI	BioA inh	Mtb UGM inh	TcdB GH inh	PfHsp40 yeast	GDH-TPI counter	BH1578 lux ind
> O=C(NC1CC1)C1=C[C@@H](c2ccc(C(F)(F)F)cc2)C[C@@H](OCCCCO)O1
→ 2	-5.6	-8	2.0	-0.9	0.8	1.3	-3	-2.9
> CCC(C)NC(=O)Cn1nc([N+](=O)[O-])c(Cl)c1C (stereo unspecified)
→ -1	-3.3	-3	nt	-2.8	nt	-0.9	-7	-3.1
> COc1ccc(OC)c(C(=O)c2coc3ccc(OCC(=O)O)cc23)c1
→ 5	-2.8	-1	-0.4	0.7	nt	-1.6	15	-3.8
> O=C(Cn1ncc(Cl)c(Cl)c1=O)NCC1CCCCC1
→ 0	1.1	-7	-0.3	-1.8	1.2	-1.0	4	-0.3
> COC(=O)c1ccc(CSc2nc3c(cnn3-c3ccc(Cl)cc3)c(=O)[nH]2)o1
→ -1	-3.4	2	-0.4	nt	nt	-0.7	5	i
> CN(C)/C=C(/C(=O)c1ccc(F)cc1)S(=O)(=O)c1ccc(F)cc1
→ 4	1.5	3	nt	0.2	0.6	-0.6	0	4.0
> N#C/C(=C(/O)CCl)c1nc(-c2ccccc2)cs1
→ 2	1.6	-13	-0.9	-2.2	1.0	0.2	12	i
> Cc1cccc2cc(CN(C(=O)c3cccs3)c3ccccc3)c(=O)[nH]c12
→ 1	0.9	-7	nt	-1.4	nt	-1.4	1	i
> CC(CCc1ccccc1)NC(=O)c1ccc(-n2cncn2)c([N+](=O)[O-])c1 (stereo unspecified)
→ -2	-0.3	5	1.2	3.5	3.1	-1.5	2	0.1
> CCn1cc(Cl)c(C(=O)NNC(=O)CCn2cc([N+](=O)[O-])cn2)n1
→ 5	-1.1	-5	-3.2	-2.7	-0.4	0.2	16	-0.4
> Cc1ccc(C)c(Nc2cc(C(=O)NCc3cccnc3)c3ccccc3n2)c1
→ 11	-5.6	-2	0.8	0.3	1.1	-0.6	19	-0.1
> O=C(N1CCOCC1)N1CCN(S(=O)(=O)c2ccc(F)cc2)CC1
→ 0	-2.2	0	-0.5	1.9	1.2	-1.5	-1	-0.6
> O=C(CN1CCN(C(=O)c2ccco2)CC1)Nc1ccc2c(c1)OCO2
→ -2	0.4	2	nt	2.6	nt	1.3	2	i
> CCOC(=O)n1c(O)c(N=NC(N)=S)c2cc(C)ccc21
→ 2	-0.3	-3	nt	3.0	-0.7	-0.6	9	-0.7
> COC(=O)c1c(C)[nH]c(C(=O)C(C)Sc2nnc(-c3cc(OC)c(OC)c(OC)c3)o2)c1C (stereo unspecified)
→ -2	-1.9	0	2.4	0.9	nt	0.6	-1	i
> O=C(OCC(=O)N1CCN(S(=O)(=O)c2ccc(Cl)cc2)CC1)c1cc(Br)ccc1O
→ -3	0.0	-1	-1.6	-2.9	2.3	-0.8	5	i
> O=C(NCc1ccccc1)[C@@H]1C[C@H]1[C@@H](NP(=O)(c1ccccc1)c1ccccc1)c1ccccc1
→ 4	-2.6	6	-0.4	2.6	1.9	-0.7	9	-0.5
> COc1ccc([N+](=O)[O-])cc1NC(=O)C(C)OC(=O)/C=C/c1ccco1 (stereo unspecified)
→ -1	0.7	2	6.4	0.4	nt	-1.7	22	-0.1
> COc1ccc(C(=O)N2CCN(c3ccccc3Cl)CC2)cc1S(=O)(=O)NC1CC1
→ 1	nt	33	1.8	1.7	2.8	-0.7	-8	1.5
> CCN(CC)C(=O)c1sc2nc(-c3cccs3)cc(-c3ccc(Cl)cc3)c2c1N
→ 13	-3.1	9	-1.5	0.2	nt	-0.2	20	-0.6
> CC(C)(C)c1ccccc1NC(=O)Nc1nc(C(N)c2ccccc2Cl)cs1 (stereo unspecified)
→ 3	-0.7	2	0.1	nt	-0.1	nt	5	i
> COc1ccc(/C=N/Nc2nc(C)cc(-c3ccccc3)n2)cc1OC
→ 0	-2.9	12	2.8	0.0	0.3	1.4	30	i
> Cc1cc(Br)ccc1NC(=O)c1ccccc1-c1ccccc1
→ 8	-2.1	0	-0.9	1.0	2.4	0.4	-7	0.3
> Cn1nccc1C(=O)NC1CCCc2c1cnn2-c1ccc(F)cc1F (stereo unspecified)
→ 6	1.2	0	2.4	2.8	-0.7	-0.1	-1	-0.3
> N#Cc1nc(-c2ccc([N+](=O)[O-])cc2)oc1N1CCCCC1
→ -2	0.4	-3	-1.7	-1.0	-1.3	0.1	3	i
> C/C(=N\NC(=O)Cn1c(-c2ccccn2)nc2ccccc21)c1ccccc1
→ -2	-2.5	19	nt	0.5	1.5	-0.8	2	i
> COc1ccc(CCNC(=O)c2ccc(F)c(S(=O)(=O)N3CCCCC3)c2)cc1
→ -1	-0.7	15	-0.5	nt	0.1	nt	-2	i
> NC(=O)COC(=O)c1cc(S(=O)(=O)N2CCOCC2)ccc1N1CCCCC1
→ -1	-2.3	-6	0.3	-2.7	nt	-0.1	6	-1.0
> Nc1nonc1C(=O)NCCNCc1cc(Br)ccc1OCc1ccc(F)cc1
→ -3	-5.7	4	0.4	-0.2	nt	-0.1	-1	-1.4
> CN(CC(O)COCc1ccc2c(c1)OCO2)C1CCCCC1 (stereo unspecified)
→ -2	-3.2	4	nt	-2.4	0.7	1.1	1	-0.2

Remaining list, next part:
Screens in order – Mtb FBA inh	FadD28 binding	Y pestis TopoI	BioA inh	Mtb UGM inh	TcdB GH inh	PfHsp40 yeast	GDH-TPI counter	BH1578 lux ind
> COc1ccc(CN2CCCC(C(=O)Nc3cccc(-n4cccn4)c3)C2)cc1 (stereo unspecified)
→ -3	-2.1	8	0.7	0.4	-0.4	-0.8	-5	-2.2
> Cc1ccc(C)c(OCCCCCn2ccnc2)c1
→ -1	-1.4	16	0.9	-0.4	nt	-0.2	3	-0.9
> Cc1cc[n+](-c2nc3ccccc3nc2[N-]S(=O)(=O)c2cccs2)cc1C
→ -4	-3.6	-2	nt	0.8	-5.7	-0.3	4	i
> Cc1cc2nc(-c3ccc(SCc4ccc(C(=O)O)cc4)nc3)[nH]c2cc1C
→ 58*	-6.0	7	nt	1.0	1.1	-0.8	27	-0.2
> O=C(NCC1CCCO1)C(c1ccc(F)cc1)N(CC1CCCO1)C(=O)c1ccc(-c2ccccc2)[nH]1 (stereo unspecified)
→ 3	0.7	29	nt	1.0	0.2	-0.4	-1	i
> CC1(C)CC(=O)C(N=Nc2ccc(Cl)cc2)=C(O)C1
→ 1	-0.2	-2	nt	-1.5	nt	0.9	2	i
> COc1ccc(S(=O)(=O)N2CCC(C(=O)N[C@@H](C)C(=O)N3CCCC3)CC2)cc1
→ -3	-2.7	4	-1.0	nt	1.2	nt	0	-1.3
> COc1cc(/C=C(/C#N)C(=O)NCc2ccccc2)cc(OC)c1OC
→ -1	-2.7	7	0.1	-1.4	2.6	-1.7	50*	i
> Cc1noc(C)c1CSCC(=O)N(C)CC(=O)Nc1ccccc1Br
→ 1	0.3	0	1.3	-2.5	2.3	-0.5	-1	-0.9
> COc1cc(CNC(=O)CCCCCCC(C)C)ccc1O
→ 2	-10	4	1.0	-1.1	1.2	3.8	15	-3.0

Screens deposited in PubChem BioAssay by several laboratories.
